From PubChem
Mcl1-Noxa inh: Mcl-1/Noxa binding inhibitors, primary screen, biochemical, TR-FRET, 1536-well | actives 1.5% (n = 220,000) | Induced myeloid leukemia cell differentiation protein Mcl-1 (Homo sapiens), Q07820 | inhibition, % at 21.7 µM | TR-FRET Mcl-1/Noxa peptide binding, 2 h;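 active = compounds that cut the protein-peptide binding signal by more than 50% relative to plate controls in a single-dose test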;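 note: His-tagged Mcl-1 with rhodamine Noxa BH3 peptide and terbium anti-His antibody; 0% = Mcl-1 plus Noxa peptide wells and 100% = peptide-only wells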
Target sequence (Q07820 whole entry, looked up): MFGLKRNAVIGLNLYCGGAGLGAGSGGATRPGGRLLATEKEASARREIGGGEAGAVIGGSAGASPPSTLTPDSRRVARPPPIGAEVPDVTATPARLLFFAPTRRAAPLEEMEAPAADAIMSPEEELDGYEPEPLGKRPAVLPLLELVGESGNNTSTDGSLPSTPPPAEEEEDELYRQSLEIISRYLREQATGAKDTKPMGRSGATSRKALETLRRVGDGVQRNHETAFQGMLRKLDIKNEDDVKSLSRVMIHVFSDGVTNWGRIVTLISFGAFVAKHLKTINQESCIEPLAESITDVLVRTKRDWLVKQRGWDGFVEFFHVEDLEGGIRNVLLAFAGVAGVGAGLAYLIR
Cdc42 wt GTP: modulators of GTP binding to wildtype Cdc42, primary screen, biochemical, multiplex bead flow cytometry, Bodipy-GTP. Cell division control protein 42 homolog (Homo sapiens), P60953. GST-Cdc42 beads; actives lie on both sides. percent activity (GTP binding), % at 10 µM. actives 0.2% (n = 190,000);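 active = percent activity GTP binding at least 20 points away from the 100% baseline, either down as inhibitor or up as activator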;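 note: median bead fluorescence of bound Bodipy-FL-GTP at 100 nM; 0% = excess unlabeled GTP control and 100% = no compound control; below 100% means less GTP binding so inhibitor and above means activator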
Target sequence (P60953 whole entry, looked up): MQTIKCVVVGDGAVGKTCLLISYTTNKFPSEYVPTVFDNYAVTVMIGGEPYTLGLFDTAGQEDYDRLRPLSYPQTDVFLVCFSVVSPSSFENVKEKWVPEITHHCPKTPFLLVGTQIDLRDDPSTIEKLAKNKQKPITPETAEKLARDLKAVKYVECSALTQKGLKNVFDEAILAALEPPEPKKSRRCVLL
Pf gametocyte: late stage P. falciparum gametocyte viability inhibitors, primary screen, ATP luminescence, HTS | inhibition, % at 10.9 µM | actives 0.065% (n = 150,000) | AID 743093, 2013 | P. falciparum stage V gametocytes, 24 h;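 active = inhibition above the mean plus 3 SD of compounds within the control limits, set per campaign, cut at about 38% in these data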;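 note: 0% = DMSO wells and 100% = medium only without gametocytes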
Rab2A wt mod: modulators of GTP binding to Rab2A wildtype, primary screen, biochemical, dog, bead-based flow cytometry, multiplex. GTP binding activity, % at 10 µM. actives 0.19% (n = 190,000). AID 760, 2007. GST-Rab2 wt beads, Bodipy-GTP binding. Ras-related protein Rab-2A (Canis lupus familiaris), P61105;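 active = GTP binding activity at least 20 points away from 100%, either lowered or raised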;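 note: 0% = beads with excess unlabeled GTP and 100% = no-compound control corrected for plate trend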
Rac1 wt modul: wildtype Rac1 GTP binding modulators, primary screen, biochemical, GST-Rac1 beads, flow cytometry, multiplex; Ras-related C3 botulinum toxin substrate 1 (Homo sapiens), P63000; fluorescent GTP binding; actives lie on both sides; 0 = cold GTP competed, 100 = untreated; GTP binding activity (% of control), % at 10 µM; actives 0.27% (n = 190,000); AID 757, 2007;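 active = GTP binding activity at least 20 points away from the 100% control level, either lower or higher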
HRas wt GTP bind: modulators of GTP binding to HRas wildtype, primary screen, biochemical, bead-based flow cytometry, multiplex. GTP binding activity, % at 10 µM. actives 0.14% (n = 190,000). AID 759, 2007. GST-Ras wt beads, Bodipy-FL-GTP binding; actives lie on both sides;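 active = GTP binding activity at least 20% away from the 100% baseline, either lowered as inhibitor or raised as activator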;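 note: 0% = unlabeled GTP competition control and 100% = no-compound control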
Target sequence (P01112 whole entry, looked up): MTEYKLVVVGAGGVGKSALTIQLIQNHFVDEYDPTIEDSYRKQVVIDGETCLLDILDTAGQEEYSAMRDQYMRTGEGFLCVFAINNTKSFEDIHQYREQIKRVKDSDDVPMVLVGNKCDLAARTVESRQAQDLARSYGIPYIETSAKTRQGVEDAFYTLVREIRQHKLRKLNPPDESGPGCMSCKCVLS
Rab7 wt GTP bind: modulators of GTP binding to Rab7, primary screen, biochemical, wildtype, multiplex bead flow cytometry. Rab7 GTPase wild type (dog), Bodipy-FL-GTP binding. GST-Rab7 beads, fluorescent GTP binding; actives lie on both sides; untreated = 100%, excess cold GTP = 0%. GTP binding activity (percent of control), % at 10 µM. actives 0.055% (n = 190,000). AID 758, 2007;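 active = fluorescent GTP binding to Rab7 beads changed by at least 20 points from the 100% baseline, either direction, mostly lower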;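 note: median green fluorescence of bound Bodipy-FL-GTP per Rab7 bead population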
Avidin bead fluor: green autofluorescence of compounds with avidin beads – biophysical, 488/530 nm, flow cytometry, artefact control, profiling panel | compound fluorescence 488/530 nm; active compounds read high | fluorescence (KMESF) at 10 µM | actives 0.38% (n = 220,000) | AID 1775, 2009; in the data active = fluorescence above about 47; note: inactives centre near 10
GSH bead fluor: compound fluorescence on glutathione beads, profiling panel, artefact control, biophysical, 488/530 nm, flow cytometry; actives 0.25% (n = 190,000); fluorescence (KMESF) at 10 µM; AID 1776, 2009; GSH beads flow cytometry, compound fluorescence 488/530 nm; active compounds read high; in the data active = fluorescence above about 89;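 note: glutathione beads carrying GST-tagged Bcl family fusion proteins plus one bare bead set; values are compound well signal with DMSO vehicle wells as background; inactives centre near 16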
Mcl1-Bid inh: Mcl-1/Bid binding inhibitors, primary screen, biochemical, TR-FRET, 1536-well; Induced myeloid leukemia cell differentiation protein Mcl-1 (Homo sapiens), Q07820; TR-FRET Mcl-1/Bid-Dy647 peptide binding; inhibition, % at 21.7 µM; actives 0.97% (n = 220,000); AID 1021, 2008;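 active = compounds that cut the binding signal by more than half at the single screening dose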;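 note: His-tagged Mcl-1 with europium anti-His antibody binding Bid BH3 peptide; 0% = Mcl-1 plus peptide wells and 100% = peptide-only wells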
Rac1 mut GTP: GTP binding modulators of activated mutant Rac1, primary screen, biochemical, bead-based flow cytometry, multiplex, fluorescent GTP | Ras-related C3 botulinum toxin substrate 1 (Homo sapiens), P63000 | GST-Rac1 activated beads; actives lie on both sides; 100% means binding = to untreated wells | AID 764, 2007 | actives 0.11% (n = 190,000) | percent activity (GTP binding), % at 10 µM;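 active = GTP binding at least 20 percentage points away from the 100% baseline, in either direction, so actives lie on both sides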
* = called active by the depositor; . = no result given.

smiles	Mcl1-Noxa inh	Cdc42 wt GTP	Pf gametocyte	Rab2A wt mod	Rac1 wt modul	HRas wt GTP bind	Rab7 wt GTP bind	Avidin bead fluor	GSH bead fluor	Mcl1-Bid inh	Rac1 mut GTP
CCCCOC(=O)C1=C(C)Nc2ncnn2C1c1cc(OC)ccc1OC (stereo not given)	14	102	10	103	101	103	99	17	15	28	99
Cc1ccc(-c2nnc3cccc(Cl)n23)cc1	36	101	-24	100	100	100	107	6	13	46	98
CN=c1scc(C)n1/N=C/c1ccc(O)cc1O	27	100	23	96	100	98	96	11	24	-40	98
Cc1ccc(/C(=N/Nc2nc3ccccc3s2)C2=C(O)c3ccccc3C2=O)cc1	46	86	-10	89	92	93	94	24	10	-27	90
CN(C)CCNC(=O)C12CC3(C)CC(C)(CC(C)(C3)C1)C2	0	101	1	101	98	102	102	26	11	-19	97
O=C(Nc1ccc2c(c1)OCO2)C1CCN(S(=O)(=O)c2ccc3c(c2)OCCO3)CC1	0	96	.	95	98	99	96	29	13	-21	97
CCN1CCCC1CNC(=O)C1CCN(Cc2nc(-c3cccc(Br)c3)oc2C)CC1 (stereo not given)	6	98	.	97	99	97	97	9	56	-32	96
CCOc1ccc(CCNC(=O)CCC(=O)Nc2ccc3nc(N4CCN(C)CC4)cc(C)c3c2)cc1OCC	9	96	15	101	100	100	104	5	10	-38	95
O=C(Nc1ccc(NC(=O)c2cccs2)cc1Cl)c1ccco1	16	96	15	97	95	97	97	9	24	0	91
C=CCOC(=O)C1=C(C)NC(=O)NC1c1cn(-c2ccccc2)nc1-c1cccs1 (stereo not given)	4	96	.	98	94	98	98	33	14	-3	95
O=C(Nc1ccccc1Br)c1ccc(OC(=S)N2CCOCC2)cc1	1	103	-2	100	99	100	99	9	12	-7	101
O=c1c(C/C=C/c2ccccc2)c(O)ccn1CCc1c[nH]c2ccccc12	13	92	-25	97	97	96	93	7	11	-36	93
OCCNCc1cc(Br)ccc1OCc1ccccc1	-15	102	-31	100	105	101	100	16	9	3	99
COC(=O)C(NC(=O)C(CC(C)C)NC(=O)C1CCC(C)CC1)C(C)C (stereo not given)	3	105	-2	102	107	104	105	18	28	4	99
O=c1c2cc(NC(=S)N3CCCC3)ccc2nc2n1CCCCC2	-2	95	21	95	99	95	92	13	15	-41	96
O=C(NCc1ccccc1)c1ccco1	9	99	.	100	102	101	102	24	12	-5	99
O=c1cc(CNc2ccc(Br)cc2)nc2sccn12	17	99	-8	99	103	100	100	16	9	-38	99
CC(C)N(C(=O)COC(=O)CNS(=O)(=O)c1ccccc1F)c1ccccc1	-9	96	-20	99	97	98	109	8	11	-11	95
O=C(O)c1ccc(C2CCCCC2)cn1	-49	101	.	98	102	101	99	7	5	-51	99
O=C(c1ccc(OC2CCN(C(=O)c3cccnc3)CC2)cc1)N1CCCCCC1	2	98	-2	96	97	98	94	9	11	-24	96
Cc1cccc(OC(=O)c2cn(C)nc2C(F)(F)F)c1C	-12	102	.	99	112	103	102	13	58	-21	97
S=c1sc2c(N3CCOCC3)ncnc2n1-c1ccccc1	-4	104	.	99	105	102	101	8	19	-15	101
O=C(Nc1ccccc1)Nc1nnc(/C=C/c2ccccc2Cl)s1	12	101	-20	99	101	100	102	21	12	-20	98
O=C(COC(=O)C12CC3CC(CC(C3)C1)C2)Nc1ncc(Cl)cc1Cl	6	100	14	98	102	101	98	5	16	-28	99
CCN(/N=C/c1cccs1)c1cc(=O)n(C)c(=O)[nH]1	10	100	-18	98	104	98	98	5	29	-4	97
COc1cccc(N(CC(=O)Nc2ccc3c(c2)OCO3)S(=O)(=O)c2ccccc2)c1	-10	99	.	100	95	100	94	13	23	-30	96
COc1ccc(CC(=O)Nc2nnc(C)s2)cc1	6	101	.	102	106	101	103	6	49	-36	99
Cc1cccc(-c2c(O)cc(=O)[nH]c2Cl)c1	2	101	15	100	103	98	99	12	9	-41	96
Cc1ccccc1Cn1ccc(NC(=O)c2nn3cccnc3c2Cl)n1	11	96	18	98	98	99	104	19	20	-52	96
O=C(O)[C@@H](c1ccccc1)N1Cc2ccccc2C1=O	16	100	.	100	103	101	102	6	26	98*	97
Cc1ccc(OC(C)C(=O)N2CCc3ccccc32)cc1 (stereo not given)	14	101	6	98	103	101	100	15	35	4	97
COc1ccc(N(C(=O)c2cccc([N+](=O)[O-])c2)S(=O)(=O)c2ccc3c(c2)n(C)c(=O)n3C)cc1	19	104	-37	104	105	104	99	6	26	-56	103
COc1ccc(Nc2nc(C)c3ccccc3n2)cc1	17	96	7	97	98	98	95	3	20	102*	97
O=C(O/N=C\c1ccc(N2CCCCC2)c([N+](=O)[O-])c1)c1cccc(C(F)(F)F)c1	-8	96	.	96	94	96	96	44	23	0	93
Cn1c(=O)n(CC(N)=O)c2ccccc21	-11	103	.	101	99	100	98	13	15	-8	97
CS(=O)(=O)c1ccc(S(=O)CC(=O)Oc2ccc(Cl)cc2)c([N+](=O)[O-])c1 (stereo not given)	10	91	.	95	94	93	102	12	9	-18	92
C/C(=N\NC(=O)c1cc(-c2cccs2)nc2ccccc12)c1ccccn1	-27	91	0	90	94	93	92	11	12	-47	93
Cn1cccc1Cc1nnc(SCC(=O)Nc2ccc(F)cc2)n1-c1ccc(F)cc1	8	102	.	102	101	101	99	6	23	-16	100
CCOC(=O)C1CCCN(C(=O)c2cn(CC)c3ccc(S(=O)(=O)N4CCCC4)cc3c2=O)C1 (stereo not given)	-4	101	-7	96	104	95	96	8	23	8	97
COc1ccc(NC(=O)c2cccnc2Nc2ccc(OC)cc2)cc1	4	101	.	99	104	100	101	23	23	-39	98
c1ccc(CNc2nc(-c3cccs3)nc3ccccc23)nc1	11	93	2	92	90	94	98	23	23	-9	92
CONC(=O)Nc1ccccc1[N+](=O)[O-]	-3	103	.	105	107	100	100	12	13	-19	104
COCCCNC(=O)CS(=O)(=O)Cc1nc(-c2ccccc2C)oc1C	1	102	.	102	103	100	98	21	14	10	98
COc1ccc(N(C2CSC2)S(=O)(=O)c2ccccc2)cc1	-6	99	.	98	98	98	99	36	17	-13	97
Cc1cccc(S(=O)(=O)Nc2ccc(-c3nc4ccc(C)cc4s3)cc2)c1	11	99	15	101	102	103	102	2	7	-16	99
CC(=O)c1cc(-c2nc3ccccc3n2C)n(C)c1	7	106	.	101	106	101	98	28	22	0	101
Cc1noc(C)c1CSc1ccccc1C(=O)N1CCN(c2ccccc2)CC1	13	102	-13	104	102	100	96	28	24	-29	100
CN1CCN(C(=O)c2ccc3c(c2)OCCO3)CC1	13	103	-10	99	106	101	100	7	18	5	99
COC(=O)C1=C(C)N(Cc2cccnc2)C(=O)C1	10	104	13	100	103	100	98	32	22	-16	100
COc1ccc(N2CCN(C(=O)c3ccc(N(C)S(=O)(=O)c4ccc(C)cc4)cc3)CC2)cc1	27	88	.	93	90	91	96	10	10	-15	89
CN(C)S(=O)(=O)c1cccc(C(=O)N2CCc3ccccc32)c1	-1	97	.	95	95	98	98	9	20	-7	97
Cc1cc(NC(=O)COC(=O)[C@H](Cc2c[nH]c3ccccc23)NC(=O)c2ccc(F)cc2)no1	21	101	18	103	101	101	108	11	24	-48	102
Cc1ccccc1NC(=O)/C(C#N)=C\c1cn(CC(=O)O)c2ccccc12	3	92	7	94	92	93	103	5	9	-58	90
CC(=O)c1cccc(NC(=O)N2CCCC2C(=O)Nc2ccccc2C)c1 (stereo not given)	3	99	-8	96	100	99	96	8	40	-1	96
S=C(NCc1ccco1)N1CCN(Cc2ccc(Cl)cc2Cl)CC1	18	99	.	97	104	100	100	19	14	-24	99
